# DT40 TDP1 CPT: growth inhibition of DT40 Tdp1-/-;hTDP1 cells with camptothecin (screen for TDP1 inhibitors). chicken DT40 Tdp1-/-;hTDP1 cells + 20 nM CPT, ATP luminescence, 48 h. Potency, µM (series often up to 46.2 µM), without a hit: top-dose activity change, negative = growth inhibition, usual class: inhibitors. 420,000 compounds, 12% hits. AID 686979; further: nearly all actives have a fitted effect of over 55% in size
#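 Chicken DT40 Tdp1-/- cells stably complemented with human TDP1 were seeded at 400 cells/well in medium containing 20 nM camptothecin, exposed to pin-transferred compounds, and grown at 37 °C for at least 48 hr. Viability was read as ATP luminescence.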
# TDP1 inh: inhibitors of human tyrosyl-DNA phosphodiesterase TDP1 | AID 485290 | recombinant TDP1, AlphaScreen DNA substrate cleavage | 350,000 compounds, 0.28% hits | Potency, µM (highest dose often 130 µM), for the others: top-dose activity change, negative = inhibition, usual class: inhibitors | Q9NUW8; further: nearly all actives have a fitted effect of over 40% in size
# Target sequence (Q9NUW8 whole entry, looked up): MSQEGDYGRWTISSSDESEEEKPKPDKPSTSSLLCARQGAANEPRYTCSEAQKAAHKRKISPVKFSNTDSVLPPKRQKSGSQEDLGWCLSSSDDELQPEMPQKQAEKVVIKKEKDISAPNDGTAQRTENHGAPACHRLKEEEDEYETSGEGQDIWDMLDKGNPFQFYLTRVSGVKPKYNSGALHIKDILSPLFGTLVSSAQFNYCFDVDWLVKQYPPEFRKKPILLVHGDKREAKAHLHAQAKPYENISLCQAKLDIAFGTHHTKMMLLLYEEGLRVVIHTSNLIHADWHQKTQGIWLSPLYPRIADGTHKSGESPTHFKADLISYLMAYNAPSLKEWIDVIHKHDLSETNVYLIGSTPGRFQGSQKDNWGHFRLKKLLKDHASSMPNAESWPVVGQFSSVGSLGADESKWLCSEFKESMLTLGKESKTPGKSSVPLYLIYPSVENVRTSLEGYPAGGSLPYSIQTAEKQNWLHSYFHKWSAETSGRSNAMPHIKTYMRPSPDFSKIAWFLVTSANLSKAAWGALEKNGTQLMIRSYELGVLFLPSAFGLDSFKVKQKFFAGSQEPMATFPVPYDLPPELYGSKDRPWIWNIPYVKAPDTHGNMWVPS
#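 Signal: AlphaScreen proximity between streptavidin donor and anti-FITC acceptor beads on intact substrate. Reaction: Tdp1 1 nM, substrate 15 nM final, 5 min RT after 15 min compound preincubation.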
# DT40 TDP1 no CPT: qHTS for Inhibitors of human tyrosyl-DNA phosphodiesterase 1 (TDP1): qHTS in cells in absence of CPT; DT40 Tdp1-/- hTDP1 cells, no CPT, ATP luminescence, 48 h; Potency, µM (doses to about 46.2 µM), without a hit: at the highest dose activity change, negative = growth inhibition, usual class: inhibitors; 420,000 compounds, 15% hits; further: nearly all actives have a fitted effect of over 55% in size
#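 Seeded 400 DT40-hTDP1 cells/well (vehicle DMSO, no 20 nM CPT); pinned compounds; ≥48 hr at 37 °C; CellTiter-Glo luminescence as viability measure.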
# * = called active by the depositor; ? = inconclusive; . = not tested or not shown; & = joins results of further samples; [ ] = another dose, or the depositor's remark. The call rests on the fitted dose curve; in most records, active means well fitted curve in the direction sought with a large enough effect; inconclusive means small, poorly fitted or top-dose-only effect, or another doubt; inactive means no such curve, though single readings can be large; an effect the other way counts as inactive or inconclusive. On the % scale 0 is the no-effect control and ±100 the full control effect; potency means the concentration at half of the fitted maximal effect. This is a random part of the collection (roughly 18% active in at least one column).
no.	Structure	DT40 TDP1 CPT	TDP1 inh	DT40 TDP1 no CPT
1	CCn1c(=O)cc(SCC(=O)N2CCN(c3ccccc3OC)CC2)c2ccccc21	18µM*	9%	?
2	Cc1[nH]ncc1-c1nc2ccccc2[nH]1	-5%	.	-8%
3	Cc1cc(C)c(S(=O)(=O)N2CCN(C(=O)c3cc4ccccc4oc3=O)CC2)c(C)c1	21µM*	1%	?
4	COc1ccc(NC(=O)CSc2nnnn2C2CCCCC2)cc1	-9%	3%	-18%
5	CCN1C[C@@H]2[C@@H]3C(=O)N(C)C(=O)[C@@H]3[C@](C)(C1=O)N2C(=O)c1ccc(Cl)cc1	-13%	.	-13%
6	COc1ccc(NC(=O)c2ccco2)cc1NC(=O)c1ccc(C)cc1	-14%	-3%	?
7	CC(=O)N1c2ccc(S(=O)(=O)N3CCC(C(=O)NC4CCC(C)CC4)CC3)cc2CC1C (configuration not stated)	-24%	0%	-13%
8	COc1ccccc1CNc1ncncc1-c1ccccc1CN(C)C	-8%	9%	?
9	CCN(CC)c1ccc(-c2n[nH]c(=S)n2-c2ccccc2)cc1	18µM*	4%	23µM*
10	COCCNC(=O)c1ccc2c(c1)ncn2-c1ccc(C)c(Cl)c1	-45%	.	15µM*
11	O=C(c1cc(COc2cccc(C(F)(F)F)c2)on1)N1CCCC1	?	.	?
12	CCOc1ccc(NC(=O)C(CC(C)C)N2Cc3ccccc3C2=O)cc1 (configuration not stated)	-21%	7%	-20%
13	CCOc1ccc(-c2ccc(NS(=O)(=O)c3cc(C)c(C)cc3C)cc2)nn1	23µM*	7%	18µM*
14	CC1(C(=O)NS(=O)(=O)c2ccccc2)CCN1C(=O)COc1ccc(Cl)cc1 (configuration not stated)	-6%	.	-2%
15	Cc1cc(C(=O)NCc2ccc(Cl)cc2)c2c(C)nn(-c3ccccc3)c2n1	-2%	-3%	-17%
16	Cc1ccc(CN(C(=O)CNC(=O)c2cccs2)C(C(=O)NCC2CCCO2)c2ccccc2)cc1 (configuration not stated)	?	0%	?
17	FC(F)Sc1ccc(NC(=S)NCC2CCCCC2)cc1	?	3%	?
18	CCOC(=O)NNC(=O)c1[nH]c2ccc(Br)cc2c1-c1ccccc1	?	.	?
19	Cc1ccc(N(CC(=O)N2CCc3ccccc3C2)S(C)(=O)=O)cc1	-38%	6%	?
20	CCOc1ccccc1CNC(=O)c1nn(CC)cc1[N+](=O)[O-]	5%	2%	1%
21	NS(=O)(=O)c1ccc(NC(=O)N[C@@H](Cc2ccccc2)C(=O)O)cc1	-6%	3%	-18%
22	CC(=O)C[C@@H](O)CC(=O)[C@H]1OC(=O)[C@H](C)CCCCc2ccccc21	-1%	-4%	1%
23	CNC(=O)C1Cc2ccccc2CN1S(=O)(=O)c1ccc(OC)c(OC)c1 (configuration not stated)	0%	.	-4%
24	CCOC(=O)N1CCN(S(=O)(=O)c2cn(C)c(=O)n(C)c2=O)CC1	11%	3%	0%
25	COC(=O)Nc1nc(-c2ccccc2)c(C(=O)c2ccc(Cl)cc2)s1	0.58µM*	4%	0.65µM*
26	COc1cc(N)c(Cl)cc1C(=O)OCC(=O)N1CCCCCC1	1%	1%	9%
27	CCCCC(=O)N(C)c1c(CC)nc2c(OCC(=O)c3ccc(Cl)cc3Cl)cccn12	23µM*	.	?
28	COc1ccc(OC)c(NC(=O)C2(C)CCN2C(=O)CCC2CCCC2)c1 (configuration not stated)	16µM*	.	?
29	OCC1CCCN(C(=S)Nc2ccc(OC(F)F)cc2)C1 (configuration not stated)	-7%	0%	-3%
30	O=C1C(=Cc2ccc(F)cc2)CCc2ccccc21	16µM*	.	21µM*

# Single records (already shown). Order of screens: DT40 TDP1 CPT | TDP1 inh | DT40 TDP1 no CPT
# Cc1cc(C(=O)NCc2ccc(Cl)cc2)c2c(C)nn(-c3ccccc3)c2n1 in the list: -2% | -3% | -17%
# CNC(=O)C1Cc2ccccc2CN1S(=O)(=O)c1ccc(OC)c(OC)c1 (configuration not stated) in the list: 0% | . | -4%
# CCN1C[C@@H]2[C@@H]3C(=O)N(C)C(=O)[C@@H]3[C@](C)(C1=O)N2C(=O)c1ccc(Cl)cc1 in the list: -13% | . | -13%

# Values by screen from the list.
# Nos. 21–30 in DT40 TDP1 no CPT read -18%, 1%, -4%, 0%, 0.65µM*, 9%, ?, ?, -3%, 21µM*
# Nos. 21–30 in DT40 TDP1 CPT read -6%, -1%, 0%, 11%, 0.58µM*, 1%, 23µM*, 16µM*, -7%, 16µM*

# 3 compounds drawn at random from the list so far, as already listed:
no.	Structure	DT40 TDP1 CPT	TDP1 inh	DT40 TDP1 no CPT
14	CC1(C(=O)NS(=O)(=O)c2ccccc2)CCN1C(=O)COc1ccc(Cl)cc1 (configuration not stated)	-6%	.	-2%
29	OCC1CCCN(C(=S)Nc2ccc(OC(F)F)cc2)C1 (configuration not stated)	-7%	0%	-3%
19	Cc1ccc(N(CC(=O)N2CCc3ccccc3C2)S(C)(=O)=O)cc1	-38%	6%	?

# Later entries:
no.	Structure	DT40 TDP1 CPT	TDP1 inh	DT40 TDP1 no CPT
31	CCC(C)n1c(=O)c2sccc2n2c(CCCC(=O)N3CCN(c4ccccc4)CC3)nnc12 (configuration not stated)	-65%	3%	?
32	Cc1nc2ccc(Cl)cc2c(-c2ccccc2)c1CC(=O)O	-7%	-1%	-5%
33	CC(=O)NCCNC(=O)C1CCCCN1S(=O)(=O)c1ccccc1 (configuration not stated)	18%	5%	?
34	CCCn1c(=O)c(C(=O)NCc2ccc3c(c2)OCO3)c(O)c2ccccc21	?	.	?
35	CC(/C=N/NC(=O)c1cccs1)=C\c1ccccc1	-6%	5%	8.2µM*
36	O=C(Nc1ccc(C(F)(F)F)cc1)C1CCCN(c2cnccn2)C1 (configuration not stated)	?	-2%	?
37	O=C(Cn1nc(-c2ccccc2)ccc1=O)NCc1ccc2c(c1)OCO2	0%	0%	-13%
38	c1csc(CNc2ncnc3ccc(-c4ccc5c(c4)OCO5)cc23)c1	?	0%&2%	?
39	Cc1ccc(OCC(=O)Nc2ccc3c(c2)nc(CCNC(=O)c2ccco2)n3C)cc1	?	5%	?
40	O=C(c1cccs1)c1cn(CCOc2ccc(F)cc2)c2ccccc12	16µM*	2%	21µM*
41	CCOC(=O)c1ccc(S(=O)(=O)N2CCN(C(C)=O)CC2)cc1	-2%	-2%	-6%
42	O[C@H]1C[C@H](c2ccc(Cl)cc2)N(CC2CCCCC2)C[C@@H]1n1cc(-c2ccc(F)cc2)nn1	?	.	?
43	O=C(CCS(=O)(=O)c1ccccc1)N(CCCN1CCOCC1)c1nc2c(F)cccc2s1	2.3µM*	0%	2.9µM*
44	COC(=O)c1ccc(C23CC4(C2)[C@H](CN(Cc2ccc(C(F)(F)F)cc2)[C@@H]4c2ccccc2)C3c2ccccc2)cc1 (some centres not stated)	7.3µM*	13%&2%	4.1µM*
45	COc1ccc(NC(=O)CSc2nnc3n2CCCCC3)cc1S(=O)(=O)N(C)C	-1%	.	-2%
46	COc1ccc2[nH]c(=O)c(CN(CC3CCCO3)C(=O)Nc3ccc(F)cc3)cc2c1 (configuration not stated)	16µM*	8%	12µM*
47	COc1ccccc1C(=O)NCCC(=O)NCC1COc2ccccc2O1 (configuration not stated)	-7%	2%	?
48	COc1ccc(S(=O)(=O)N(C)CC(=O)Nc2ccc3c(c2)OCO3)cc1	-23%	9%	-11%
49	Cc1nnc(SCC(=O)NC(=O)NCCC(C)C)s1	1%	3%	-6%
50	CC(C)Oc1ccc(/C=N/NC(=O)C2CCCN2S(=O)(=O)c2ccc(Cl)cc2)cc1 (configuration not stated)	?	6%	21µM*
51	COc1ccccc1C1CCN(Cc2c(C)[nH]c3ccccc23)CC1	4.6µM*	5%	5.8µM*
52	Nn1c(Cc2cccc3ccccc23)nnc1SCCOc1ccc(F)cc1	?	2%	?
53	C#CCNC(=O)C1CCN(c2ccc(S(=O)(=O)N3CCOCC3)cc2Cl)CC1	-15%	4%	?
54	Cc1cccc(CNc2ccnc(-c3cccnc3)n2)c1	?	.	?
55	C=C1c2cc(C)c(C)cc2NC(=O)N1c1ccccc1	-1%	3%	-1%
56	COC(=O)C1C2C=CC(C3CC23)C1C(=O)OCC(=O)c1ccccc1 (configuration not stated)	-13%	5%	-1%
57	COCCN(C(=O)CNC(=O)c1ccco1)C(C(=O)NC1CCCC1)c1ccccc1 (configuration not stated)	1%	3%	4%
58	Cc1cccc(-c2noc(CCCOc3ccc(Cl)cc3Cl)n2)c1	-4%	.	-26%
59	Cn1c(=O)n(CCCO)c(=O)c2c1nc1n2CCCN1Cc1ccccc1	-20%	3%	-28%
60	Cc1ccc(C)c(Cn2c3ccccc3c3cnn(CC(=O)NCCCc4ccccc4)c(=O)c32)c1	?	-3%	9.2µM*
61	Cc1ccc(N2C(=O)CSC2c2ccccn2)cc1Cl (configuration not stated)	7%	5%	-11%
62	COc1ccc(CCN(C)C(=O)c2cnc(C)cn2)cc1OC	-4%	6%[0.0935 µM]	0%
63	Cc1cc(S(=O)(=O)N2CCCC2)ccc1OCC(=O)N1CCC(C(N)=O)CC1	4%	5%	5%
64	CC(CCc1ccc(O)cc1)NCc1ccc(Cl)cc1Cl (configuration not stated)	?	3%	18µM*
65	C1=C(c2ccco2)N2CCN=C2S1	-3%	.	4%
66	CCN(CC)S(=O)(=O)c1ccc(NC2c3ccccc3C(=O)N2CCN2CCOCC2)cc1 (configuration not stated)	?	3%	-4%
67	CCc1ccc(CN2CCSCC2)cc1	0%	.	-5%
68	COC(=O)C1=C(O)CSC1=Nc1ccc(C)cc1	-3%	-3%	-24%
69	O=C(COC(=O)COc1ccc(Cl)cc1)Nc1ccc(F)c([N+](=O)[O-])c1	-7%	5%	-6%
70	Cn1c(CC(=O)Nc2ccccc2F)nnc1SCC(=O)Nc1nncs1	5%	-11%	-8%
71	CCOC(=O)C1=C(COC(=O)COc2ccc(C(=O)CC)cc2)NC(=O)NC1C (configuration not stated)	0%	.	-2%
72	O=C(CN(c1ccc(Cl)cc1)S(=O)(=O)c1ccccc1)N/N=C/c1ccco1	-13%	4%	-39%
73	Cc1cc(C(=O)OCC(=O)NCCc2ccc(S(N)(=O)=O)cc2)c2ccccc2n1	1%	0%	-16%
74	CC(NC(=O)COC(=O)Cc1ccc(-c2ccccc2)cc1)c1ccccc1 (configuration not stated)	?	2%	4%
75	CCOc1cccc(C(=O)Nc2ccc3c(c2)OCCO3)c1	-9%	1%	?
76	CC(Sc1nc2cc([N+](=O)[O-])ccc2n1-c1cccc(C(F)(F)F)c1)C(=O)NC(N)=O (configuration not stated)	?	5%	?
77	CCCCc1nnc(NC(=O)c2ccc(OCc3c(C)noc3C)cc2)s1	-7%	1%	-15%
78	CNC(=S)Nc1ccc(-c2nc3ccc(C)cc3s2)cc1	2%	5%	?
79	O=S1(=O)C[C@@H](N2CC[C@@H](O)C2)[C@H](COCc2ccccc2)N1	-10%	.	-14%
80	COc1ccc(-c2nc(-c3ccccc3OC)no2)cc1OC	?	6%	?

# Other records.
no.	Structure	DT40 TDP1 CPT	TDP1 inh	DT40 TDP1 no CPT
81	CN(C(=O)Cn1nc(C(=O)O)c2ccccc2c1=O)C1CCCCC1	14%	0%	3%
82	O=C(NCCOc1ccccc1)c1ccc2c(c1)S(=O)(=O)c1cc(Cl)ccc1C2=O	?	4%	?
83	CCOc1ccc(-n2ccnc2SCC(=O)Nc2nnc(C)s2)cc1	-14%	2%	?
84	COc1ccc(CCC(=O)O)c(C(CC(=O)O)C(=O)O)c1OS(=O)(=O)c1ccc(C)cc1 (configuration not stated)	-3%	.	-16%
85	Cc1c(NC(=O)/C(C#N)=C/c2cccs2)c(=O)n(-c2ccccc2)n1C	-4%	-5%	-1%
86	O=C(NC(Cc1ccccc1)C(=O)O)/C(=C\c1ccc(Cl)cc1)NC(=O)c1ccco1 (configuration not stated)	-14%	5%	-4%
87	COC(=O)C1=C(C(=O)OC)[C@@H]2N(C)c3ccc(OC)cc3[C@@]23C[C@@H](C(=O)OC)N(C(=O)c2cc(C)oc2C)C3=N1	23µM*	8%[12.3 µM]	?
88	CCN(CC)c1nc(NC2CCN(C)CC2)c2cc(OC)c(OC)cc2n1	5.6µM*	.	10µM*

# Screens deposited in PubChem BioAssay by National Center for Advancing Translational Sciences (NCATS).
